Dyrk1A ADPGlo – Dyrk1A (rat) kinase inhibition | 310,000 tested, 0.43% active | inhibition, % at 12.5 µM | ADP-Glo luminescence, NFATc1 peptide | Q63470; in the data active = inhibition above about 50%;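 note: plate controls were vehicle with enzyme for no effect and no enzyme for full effect; many of its hits are not listed in these tables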
KCNQ1 inh – inhibitors of human KCNQ1 potassium channel. CHO-K1 KCNQ1, FluxOR thallium flux fluorescence; hits give high values. B-score at 10 µM. 310,000 tested, 1.3% active;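 active = compounds whose thallium flux B-score, printed positive for inhibition, exceeds three library SD while starting fluorescence stays within three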;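 note: channel opened by potassium depolarization with thallium stimulus after 20 min compound exposure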
KCNQ1 act – human KCNQ1 channel potentiation or activation; 310,000 tested, 0.35% active; P51787; CHO-K1 KCNQ1, thallium flux FluxOR fluorescence; hits give high values; B-score at 10 µM;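 active = fluorescence ratio B-score, a plate-corrected score, at least three library SD, with initial intensity B-score within 5 SD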
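System: Stable KCNQ1 CHO-K1 line | Incubation: 90 min dye loading and 20 min compound exposure, both at room temperature | Measure: Ratio B score | Medium: Assay buffer for compound exposure, DMSO matched across wells | Compound dosing: Single-concentration screen | Probe or stimulus: K+/Tl+ depolarizing stimulus | Measured by: Kinetic FluxOR fluorescence, 10 s baseline plus 110 s post-stimulus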
hERG rescue – compounds protecting human hERG from proarrhythmic drug block; Q12809; CHO-hERG, FluxOR thallium flux, dofetilide IC70 present; activation (rescue from dofetilide block), less the hit threshold, % at 10 µM; 310,000 tested, 0.51% active; AID 1511;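 active = activation above the mean of controls blocked by dofetilide plus 5 SD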;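 note: thallium influx through hERG after potassium depolarization seen as dye fluorescence rise; in these data hits start at about 4.7%; inactives centre near -7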
RGS4 inh – human RGS4 inhibition | P49798 | 310,000 tested, 0.45% active | HEK293 M3R/RGS4 inducible, Fluo-4 calcium flux; hits give high values; triggered by carbachol at its EC20 | B-score at 10 µM;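 active = B-score, a plate-corrected calcium signal, over three deviations above library mean, with baseline fluorescence within five deviations of library mean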;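 note: RGS4 expression induced by doxycycline in cells with stable M3 receptor; B-score is computed from the integrated fluorescence ratio over baseline after carbachol; higher B-score means a larger calcium signal and so more RGS4 inhibition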
Target sequence (P49798 whole entry, looked up): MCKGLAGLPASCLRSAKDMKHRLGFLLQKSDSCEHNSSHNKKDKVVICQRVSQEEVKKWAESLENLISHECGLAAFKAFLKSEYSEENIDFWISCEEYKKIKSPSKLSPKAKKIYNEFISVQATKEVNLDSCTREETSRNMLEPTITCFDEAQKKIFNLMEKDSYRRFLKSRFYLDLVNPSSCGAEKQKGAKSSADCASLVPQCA
RGS4 pot – potentiators or activators of RGS4 | AID 463111 | HEK293 M3R/inducible RGS4, carbachol calcium flux Fluo4; hits give low values | B-score at 10 µM | 310,000 tested, 0.92% active;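 active = B-score of the integrated calcium signal more than 4 SD below the library mean, with starting fluorescence not abnormally high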;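 note: negative B-score means reduced calcium response which marks RGS4 activation or potentiation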
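System – HEK293 FlpIn-TREx cells, stable M3R, doxycycline-inducible RGS4 · Reagent – ECmax carbachol challenge · Times – compound preincubation 20 min at room temperature before agonist · Technique – Fluo4 fluorescence kinetic imaging of calcium · Measure – B score of integrated Fluo4 ratio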
KCNK9 block – human KCNK9 channel inhibition | 310,000 tested, 1.2% active | AID 488922 | HEK293 KCNK9, FluxOR thallium flux fluorescence; hits give low values | Q9NPC2 | B-score at 10 µM;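 active = ratio B-score over 3 SD below the library mean, with starting fluorescence within 5 SD of its mean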;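 note: negative B-score means less thallium flux so channel inhibition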
Target sequence (Q9NPC2 whole entry, looked up): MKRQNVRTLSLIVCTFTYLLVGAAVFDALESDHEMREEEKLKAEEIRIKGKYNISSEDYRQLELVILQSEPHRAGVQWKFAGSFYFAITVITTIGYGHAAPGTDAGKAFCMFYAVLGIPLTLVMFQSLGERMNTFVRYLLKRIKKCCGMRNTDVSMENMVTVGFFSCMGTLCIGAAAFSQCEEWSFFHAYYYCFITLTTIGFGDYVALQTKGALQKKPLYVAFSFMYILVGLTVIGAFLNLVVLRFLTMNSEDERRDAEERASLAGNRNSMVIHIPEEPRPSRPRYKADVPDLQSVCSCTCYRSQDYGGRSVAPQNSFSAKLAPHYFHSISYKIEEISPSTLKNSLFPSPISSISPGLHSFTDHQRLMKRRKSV
GSK3 alpha inh – human GSK-3 alpha kinase inhibition; P49840; ADP-Glo luminescence, 60 min; inhibition, % at 10 µM; 320,000 tested, 0.1% active;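 in the data active = inhibition above about 50%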;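 note: GST-tagged GSK-3 alpha with peptide substrate and 25 µM ATP; 0% = DMSO neutral wells and 100% = GW8510 positive control wells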
Target sequence (P49840 whole entry, looked up): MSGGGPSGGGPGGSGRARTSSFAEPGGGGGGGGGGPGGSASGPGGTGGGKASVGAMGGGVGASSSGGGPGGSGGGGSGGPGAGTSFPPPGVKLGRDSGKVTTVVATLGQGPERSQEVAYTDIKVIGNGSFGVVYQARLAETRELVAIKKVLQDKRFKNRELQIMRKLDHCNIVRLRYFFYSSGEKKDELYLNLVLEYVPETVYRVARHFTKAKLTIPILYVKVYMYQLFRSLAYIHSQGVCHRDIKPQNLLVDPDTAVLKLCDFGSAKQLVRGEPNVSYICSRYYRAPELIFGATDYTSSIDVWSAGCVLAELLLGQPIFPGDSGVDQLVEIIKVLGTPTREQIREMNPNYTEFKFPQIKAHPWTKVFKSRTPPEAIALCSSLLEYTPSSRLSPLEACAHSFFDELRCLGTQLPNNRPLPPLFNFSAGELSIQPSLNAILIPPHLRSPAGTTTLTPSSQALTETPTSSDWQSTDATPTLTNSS
PolyA inhibitor – yeast polyadenylation inhibition; S. cerevisiae SKY197-pL101 polyadenylation reporter, beta-gal luminescence; efflux-impaired pdr1/pdr3 knockout yeast; score 100 = 6 SD above DMSO; calls only at 12 µM; 300,000 tested, 0.02% active; AID 1875;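 active = lowest replicate activity score at least 50, where 100 means six control SD above control mean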;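 note: yeast exposed to compound for 9 h at 30 °C; higher score means more reporter readthrough which indicates perturbed polyadenylation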
GSK3B inh – human GSK3beta kinase inhibition | P49841 | GST-GSK3beta kinase, ADP-Glo luminescence, 60 min; hits give low values | activity score (negative = inhibition), % at 10 µM | 300,000 tested, 0.038% active;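 active = more than half of replicate wells score below -50%, meaning over 50% inhibition versus plate controls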;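 note: 0% = median DMSO wells and -100% = median GW8510 positive control wells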
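test system = GST-tagged human GSK3beta kinase, cell-free | reagent = 25 µM ATP with peptide substrate | dosing = one dose of 10 µM per compound | schedule = 60 min reaction, RT | detection = luminescent ADP-Glo measurement of ADP formed | control set = DMSO neutral wells and GW8510 at 20 µM as positive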
KCNK3 inh – human KCNK3 channel inhibition, primary screen. O14649. 340,000 tested, 0.84% active. CHO-KCNK3 thallium flux, FluxOR fluorescence; hits give low values. B-score at 10 µM;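 active = B-score under library mean minus 4 SD, starting fluorescence ratio at most library mean plus 5 SD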;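 note: more negative B-score means stronger inhibition of thallium flux through KCNK3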
* marks the source's active call; other numbers are inactive results; i = inactive; / = not tested or not shown. Some of the compounds tested; count on the stated rates, not on these rows.

SMILES | Dyrk1A ADPGlo | KCNQ1 inh | KCNQ1 act | hERG rescue | RGS4 inh | RGS4 pot | KCNK9 block | GSK3 alpha inh | PolyA inhibitor | GSK3B inh | KCNK3 inh
COc1ccc(C(C)(C)C)cc1NC(=O)C1C2C=CC(C2)C1C(=O)O (stereo not drawn) | -5.5 | i | i | -7.1 | i | i | i | 0.5 | i | -1.8 | i
CC(C)CN(C(=O)C1CCCCC1)C1CCS(=O)(=O)C1 (stereo not drawn) | -4.3 | i | i | -8.9 | i | i | i | 1.7 | i | -1.4 | i
CC(C)(C)OC(=O)NCCC(=O)N/N=C/c1cccc2nccnc12 | 7.7 | i | i | -6.6 | i | i | i | 11.1 | i | 0.2 | i
COc1ccc(-c2nc3cnccn3c2NC(C)(C)CC(C)(C)C)cc1O | 2.6 | i | i | -11.6 | i | i | i | -4.4 | i | 1.3 | i
COc1cc(C(=O)Nc2ccc(Oc3ncnc4sc(-c5ccccc5)cc34)cc2)cc(OC)c1OC | -3.1 | i | i | -7.3 | i | i | i | -4.5 | i | -0.3 | i
CCOc1ccc(-n2cc(C(=O)Nc3cccc(Cl)c3)c3cc(OC)c(OC)cc3c2=O)cc1 | -3.6 | i | i | -24.1 | i | i | i | -0.8 | i | -3.1 | i
CCOC(=O)N1CCC(NC(=O)C2CCN(S(=O)(=O)c3cccc4cccnc34)CC2)CC1 | / | i | i | -2.7 | i | i | i | / | i | -3.3 | /
Cc1ccc(/C=C/C(=O)N2CCc3ccccc32)o1 | -1.0 | i | i | -0.7 | i | i | i | 0.1 | i | -1.9 | i
NS(=O)(=O)c1ccc(CCNC(=O)c2ccccc2-c2ccccc2)cc1 | -5.0 | i | i | -3.5 | i | i | i | 0.2 | i | -0.7 | i
Cc1cccc(CCNC(=O)CCc2c(C)nc3ncnn3c2C)c1 | -0.1 | i | i | -13.5 | i | i | i | -3.3 | i | -2.3 | i
NC(=O)c1nsc(C(=O)N(c2ccccc2)C(C(=O)NCC2CCCO2)c2ccc(F)cc2)c1N (stereo not drawn) | -5.0 | i | i | -7.1 | i | i | i | 0.1 | i | 3.1 | i
Cc1cc(NC(=O)c2ccc(C)o2)no1 | 11.8 | i | i | -6.7 | i | i | i | 0.3 | i | 2.0 | i
O=C(COC(=O)c1ccccc1NS(=O)(=O)c1cc([N+](=O)[O-])ccc1Cl)c1ccccc1 | / | i | i | 0.6 | i | i | i | -1.5 | i | -1.1 | /
COc1ccccc1OCc1nc(C#N)c(NCc2ccco2)o1 | -5.9 | i | i | -11.1 | i | i | i | -0.9 | i | 3.8 | i
CC(C)c1ccc(NC(=S)N2CCCC2)cc1 | -11.8 | i | i | -7.8 | i | i | i | -1.1 | i | -7.2 | i
O=C(COc1nncc2ccccc12)NCC(F)(F)F | / | i | i | -8.4 | i | i | i | -2.4 | i | -0.2 | i
CC1CC(C)CN(S(=O)(=O)c2ccc(NC(=O)CN3C(=O)NC(C)(c4ccccc4)C3=O)cc2)C1 (stereo not drawn) | 3.0 | i | i | -8.8 | i | i | i | -0.8 | i | 3.8 | i
COC(=O)c1cccnc1SCc1ccccc1 | -0.4 | i | i | -11.6 | i | i | i | -4.3 | i | 0.4 | i
O=C(CCCCCN1C(=O)c2cccc3cccc(c23)C1=O)N1CCOCC1 | 6.2 | i | i | -2.5 | i | i | i | -1.0 | i | 0.3 | i
CCCNC(=O)CCNC(=O)c1ccc(C(C)(C)C)cc1 | 2.3 | i | i | -10.8 | i | i | i | -4.3 | i | 0.9 | i
O=C(NC12CC3CC(CC(C3)C1)C2)N1CCN(c2ncccn2)CC1 | 2.8 | i | i | -1.1 | i | i | i | -1.1 | i | 3.8 | i
CC1=Nc2cccc3cccc(c23)N1C | 5.0 | i | i | -3.9 | i | i | i | 0.9 | i | -0.7 | i
CCCCS(=O)CC(CS(=O)CCCC)OC(=O)c1ccc(C)cc1 (stereo not drawn) | 4.1 | i | i | -5.6 | i | i | i | -0.5 | i | 1.9 | i
CCCOc1ccc(C2C(=O)N(C3CCCCC3)CC(=O)N2CCC)cc1OC (stereo not drawn) | 1.7 | i | i | -8.7 | i | i | i | -2.9 | i | -3.4 | i
COc1cc(C(=O)Nc2ccc(S(=O)(=O)NC(C)(C)C)cc2)cc(OC)c1OC | -2.0 | i | i | -11.0 | i | i | i | / | i | 1.3 | i
CCN(CC)CCN1CNC(=S)N(c2ccccc2OC)C1 | / | i | i | -10.7 | i | i | i | 0.1 | i | -0.4 | i
c1ccc(CSc2ncn(-c3ccccc3)n2)cc1 | 1.8 | i | i | -4.2 | i | i | i | -1.7 | i | -2.8 | i
Clc1ccc(SCc2cc(-c3ccc(Cl)cc3)on2)cc1 | -8.0 | i | i | -9.2 | i | -8.03* | i | -4.1 | i | 5.2 | i
FC(F)Oc1ccc(NC(=S)N2CCc3ccccc32)cc1 | -3.6 | i | i | -5.7 | i | i | i | 0.3 | i | -0.2 | i
CCOc1ccc(NC(=O)CCC(=O)N/N=C2\CCCc3ccccc32)cc1 | / | i | i | -10.3 | i | i | i | / | / | 0.6 | i
Cn1c(C(=O)N[C@@H](Cc2ccccc2)C(=O)NCCC(=O)O)cc2cc(Cl)ccc21 | 3.7 | i | i | -12.4 | i | i | i | -4.8 | i | 3.6 | i
COc1ccc(N2CCN(C(=O)COC(=O)c3cccc(S(=O)(=O)Nc4ccccc4OC)c3)CC2)cc1 | / | i | i | -9.2 | i | i | i | -2.2 | i | -0.3 | i
O=C(CCCNc1ccccc1)N/N=C/c1cccs1 | -2.3 | i | i | -7.5 | i | i | i | 0.9 | i | 4.8 | i
COC(=O)c1ccc(N/C=C/C(=O)c2ccccc2)cc1 | 8.3 | i | i | 1.7 | i | i | i | 1.1 | i | 0.9 | i
CSc1ccc(S(=O)(=O)NCC(=O)OCC(=O)NCCc2ccccc2)cc1[N+](=O)[O-] | -1.1 | i | i | -17.4 | i | i | i | -2.0 | i | -5.6 | i
CCC(C)(C)NC(=O)C(c1ccc(O)cc1)N(Cc1ccco1)C(=O)CCC(=O)Nc1ccccn1 (stereo not drawn) | -3.3 | i | i | -9.7 | i | i | i | 6.8 | i | -0.5 | i
O=C(NCc1cccnc1)c1cccnc1-c1nc2ccccc2s1 | 1.6 | i | i | -9.6 | i | i | i | 3.1 | i | -0.9 | i
O=C(Nc1ccc(Cl)cc1)OCCn1nnnc1C(c1ccccc1Cl)N1CCOCC1 (stereo not drawn) | -0.3 | i | i | -13.6 | i | i | i | -0.8 | i | -2.6 | i
CCC(=O)c1ccc(-c2ccccc2)cc1 | 1.8 | i | i | -4.4 | i | i | i | -1.8 | i | -5.3 | i
CN(CCC#N)C(=S)Nc1ccc(F)cc1 | / | i | i | -1.2 | i | i | i | 0.1 | i | -0.7 | i
CCN1CCN(C(=O)CN(C)S(=O)(=O)c2ccc(OC)c(C)c2)CC1 | -0.1 | i | i | -11.2 | i | i | i | -0.2 | i | 0.6 | i
CCOC(=O)CN(C(=O)COc1nc(C)cc(C)c1C#N)c1ccc(F)cc1 | 1.8 | i | i | -8.8 | i | i | i | 0.8 | i | 1.1 | i
CCn1c(NCc2cc(Cl)ccc2O)nc2ccccc21 | 13.7 | i | i | -7.1 | i | i | i | 1.2 | i | -4.2 | i
C=CCn1c(=S)[nH]c2sc3c(c2c1=O)CCC3 | 3.0 | i | i | 16.1* | i | i | i | / | i | 2.3 | i
CC(C)N(C)CCOC(=O)/C=C/c1ccccc1 | -3.6 | i | i | -6.6 | i | i | i | 0.5 | i | -0.5 | i
CCOC(=O)c1ccccc1NC(=O)COC(=O)CCCOc1ccccc1 | -3.6 | i | i | -9.4 | i | i | i | -0.1 | i | -0.7 | i
Cc1nc(N)c2c(Cc3cccc4ccccc34)nn(C(C)(C)C)c2n1 | 0.5 | i | i | -4.5 | i | i | i | 4.3 | / | -4.9 | i
COc1ccc(/C=C(/NC(=O)c2ccc(OC)c(OC)c2)C(=O)NCCc2c[nH]c3ccccc23)cc1 | 5.2 | i | i | -3.9 | i | i | i | 2.5 | i | -3.1 | i
COc1cc(C(=O)NCCC(=O)N2CCCCC2)cc(OC)c1OC | / | i | i | -5.9 | i | i | i | -0.4 | i | -4.2 | i
CC1(C)CC(=O)C2=C(C1)N(c1ccc(Cl)cc1)C(=O)C2(O)C(F)(F)F (stereo not drawn) | -1.2 | i | i | -2.5 | i | -14.3* | i | -2.5 | i | 2.0 | i
C=CCn1c(SCc2c(F)cccc2Cl)nnc1-c1ccco1 | 7.8 | i | i | -22.8 | i | i | i | -1.8 | i | -1.0 | i
CCCCOC(=O)C1CN(c2ccccc2)N=C1C(C)=O (stereo not drawn) | 1.3 | i | i | -9.4 | i | i | i | -2.1 | i | 2.0 | i
COc1ccc(NC(=S)NC(=O)C2CCCCC2)cc1 | 3.0 | i | i | -8.6 | i | i | i | 0.5 | i | -15.6 | i
CCOc1ncccc1C(=O)OCC(=O)Nc1ccc(C(N)=O)cc1 | 1.1 | i | i | -10.1 | i | i | i | 0.2 | i | -4.9 | i
Oc1ccc(Nc2nc(-c3ccc(O)cc3)cs2)cc1 | 40.5 | i | i | -24.2 | i | i | i | 16.5 | i | -1.1 | i
COc1cc(C(=O)OCC(=O)NCc2ccco2)cc(OC)c1OC | 2.0 | i | i | -8.7 | i | i | i | -1.2 | i | 1.4 | i
CC(=O)c1cc(C#N)c(N2CCN(c3ccccc3)CC2)nc1C | -3.8 | i | i | -4.1 | i | i | i | -2.0 | i | 2.0 | i
COc1ccc(C(=O)Nc2cc(Cl)cc(Cl)c2)c(OC)n1 | 2.5 | i | i | -4.0 | i | i | i | -1.6 | i | 2.9 | i
C=CCn1c(SC(C)C(=O)NCc2ccc3c(c2)OCO3)nc2scc(-c3ccccc3)c2c1=O (stereo not drawn) | 3.7 | i | i | -10.5 | i | i | i | -4.8 | i | -1.0 | i
COc1ccccc1C(=O)Nc1ccc(S(=O)(=O)N2CCCC2)cc1 | 8.8 | i | i | -11.4 | i | i | i | 1.0 | i | -1.3 | i
O=c1[nH]c(C2CCCN(S(=O)(=O)c3cccc(Cl)c3)C2)nc2c1nnn2Cc1ccc2c(c1)OCCO2 (stereo not drawn) | -4.6 | i | i | -3.5 | i | i | i | -0.2 | i | -0.6 | i
